XiGFP reactiv: reactivates the inactive X chromosome in mouse fibroblasts. activation, % at 7.58 µM. XiGFP mouse fibroblasts, % GFP-positive cells imaging, 3 d; cells co-treated with 5-aza-dC sensitizer; scaled so ellipticine positive control = 100%. 360,000 tested, 0.055% active;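 active means mean normalized replicate activation at least 10% and every replicate at or above 10%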;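 further: 0% = median of on-plate neutral control wells and 100% = ellipticine 6 µM median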
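Assay system: SV40-immortalized XiGFP fibroblast cells, line 68-5-11; buffer or medium: DMEM plus 5-aza-dC sensitizer; compound: one concentration, pinned; timing: compounds 3 days, fix/stain 15 min at room temperature; benchmarks: positive control ellipticine, 6 µM final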
INS-1E GSIS act: GLuc luminescence reporter in INS-1E cells, primary screen for activators of glucose-dependent secretion of insulin; INS-1E GLuc reporter insulin secretion, 2-3 h; 370,000 tested, 0.61% active; activation, % at 16.6 µM; AID 743287;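 active means lowest replicate activation of at least 40%, so every replicate reaches that level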;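 further: 0% = median of neutral control wells and 100% = median of IBMX positive control wells; some compounds called inactive have numbers as strong as hits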
Numbers without * were called inactive. The list is partial. The share of hits here may be higher or lower than overall.

entry	SMILES	XiGFP reactiv	INS-1E GSIS act
1	COc1cccc(C(=O)NC(=S)Nc2nnn(C)n2)c1	0.0	19
2	COc1ccc(OCC#CCN2CC(C)OC(C)C2)cc1 (configuration not stated)	0.0	14
3	O=C(Cn1cc(C(F)(F)F)ccc1=O)NCCc1ccc(Cl)cc1Cl	-0.1	-8
4	Cc1ccc(S(=O)(=O)N(C)c2cc(S(=O)(=O)Nc3ccncc3)c(C)cc2C)cc1	-0.1	21
5	CCCCCCCSc1nc(N)cc(=O)[nH]1	0.1	2
6	Cc1ccc(-c2nnc(SCC(=O)N/N=C/c3cccs3)n2-c2ccc(C)cc2)cc1	0.1	-27
7	C[C@H]1CN(C)C(=O)c2cc(N(C)C)ccc2O[C@H]1CN(C)S(C)(=O)=O	0.3	-2
8	FC(F)Oc1ccccc1NC(=S)Nc1cccc(Cl)c1Cl	-0.1	-4
9	CC1(C)OC(=O)C(=NNc2ccc(Br)cc2)C(=O)O1	0.1	9
10	C[C@@H]1CN([C@@H](C)CO)C(=O)c2ccccc2-c2ccccc2CO[C@@H]1CN(C)C(=O)[C@H](Cc1ccccc1)N(C)C	0.0	2
11	CCC1CCCCN1C(=O)c1noc(C(C)C)c1[N+](=O)[O-] (configuration not stated)	0.0	18
12	O=C(Nc1ccc2[nH]c(=S)sc2c1)c1ccccc1	0.3	6
13	CCOc1ccccc1NC(=O)COC(=O)CN(C)S(=O)(=O)c1ccc(C)cc1	0.9	-25
14	CCOC(=O)C1=C(C)NC2=C(C(=O)CCC2)C1c1ccc(O)c(OCC)c1 (configuration not stated)	0.0	18
15	C[C@H]1CN([C@@H](C)CO)C(=O)c2ccccc2-c2ccccc2CO[C@@H]1CN(C)S(=O)(=O)c1ccccc1	0.2	-10
16	O=C(CN(c1cccc([N+](=O)[O-])c1)S(=O)(=O)c1ccccc1)N(Cc1ccccc1)Cc1ccccc1	0.1	-20
17	COc1cccc(CNC(=O)[C@H]2[C@H](CO)[C@H]3Cn4c(ccc(C5=CCCC5)c4=O)[C@@H]2N3)c1	0.2	7
18	Cc1ccc(C)c(OCC(O)CN2CCC(CN3C(=O)c4cccc5cccc(c45)C3=O)CC2)c1 (configuration not stated)	2.0	-25
19	COc1ccc(CSc2n[nH]c(C)n2)cc1[N+](=O)[O-]	0.1	-4
20	O=C1c2cccc3cccc(c23)C(=O)N1CCN1CCN(CC(O)COCc2ccc(Cl)cc2)CC1 (configuration not stated)	1.0	-28
21	COc1cc(C=C(c2nc3ccccc3s2)c2nc3ccccc3s2)cc(OC)c1O	-0.2	-15
22	CC(=O)N1CC(=O)N2[C@H](C1)[C@H](c1ccc(-c3ccc(C#N)cc3)cc1)[C@@H]2CO	0.5	8
23	CCC(CC)=C(C#N)C(=O)NC1CCCCC1	-0.1	2
24	CC(=O)Nc1ccc(OCC(O)Cn2c3ccccc3c3ccccc32)cc1 (configuration not stated)	0.1	-14
25	Cc1ccc2onc(CC(=O)O)c2c1	0.1	5
26	CCCCN(CC)C(=O)Cn1cnc2ccc(S(=O)(=O)N3CCC(C)CC3)cc2c1=O	0.0	-14
27	CCOC(=O)N/N=C1\CCc2ccccc21	0.0	-17
28	CCN(CC)c1ccc(NC(=O)COC(=O)/C=C/c2nc3ccccc3s2)cc1	0.0	12
29	N#CCCn1nc(-c2ccc([N+](=O)[O-])cc2)cc1Nc1ccccc1NC(=O)C(F)(F)F	-0.1	-44
30	Cc1cc(-c2csc(N)n2)c(C)n1-c1ccccc1	0.1	11

4 compounds out of the list above, sorted by the number in INS-1E GSIS act, highest first:
nr | Compound | INS-1E GSIS act
14 | CCOC(=O)C1=C(C)NC2=C(C(=O)CCC2)C1c1ccc(O)c(OCC)c1 (configuration not stated) | 18
10 | C[C@@H]1CN([C@@H](C)CO)C(=O)c2ccccc2-c2ccccc2CO[C@@H]1CN(C)C(=O)[C@H](Cc1ccccc1)N(C)C | 2
21 | COc1cc(C=C(c2nc3ccccc3s2)c2nc3ccccc3s2)cc(OC)c1O | -15
29 | N#CCCn1nc(-c2ccc([N+](=O)[O-])cc2)cc1Nc1ccccc1NC(=O)C(F)(F)F | -44

Remaining list, next part:
entry	SMILES	XiGFP reactiv	INS-1E GSIS act
31	COc1ccc(NC(=O)COc2ccc(C(=O)NC3CCCc4ccccc43)cc2OC)cc1 (configuration not stated)	0.0	176*
32	Cc1cc(NC(=O)/C=C/c2ccc(Cl)cc2)no1	0.0	50*
33	COc1ccc(/C=C/c2nnc(NC(=O)COc3ccc(C)cc3)s2)cc1	0.1	6
34	O=S1(=O)CCN(Cc2ccc(Cl)c(C(F)(F)F)c2)CC1	0.0	-7
35	Fc1ccc(N/N=C(/c2ccccc2)c2ccccn2)cc1	0.1	-3
36	COc1ccc(-c2cc(C(F)(F)F)c3c(n2)sc2c(O)cc(=O)[nH]c23)c(OC)c1	0.0	33
37	CC(C)(C)c1nnc(SCC(=O)c2ccccc2)n(N)c1=O	0.0	3
38	C[C@@H]1CCCCO[C@@H](CN(C)Cc2ccc(C(=O)Nc3ccccc3N)cc2)[C@@H](C)CN([C@H](C)CO)C(=O)c2cc(N(C)C)ccc2O1	1.0	16
39	Cc1c(C)n(CCC#N)c2ccc(Cl)cc12	0.1	-9
40	C[C@@H]1CN([C@H](C)CO)C(=O)c2ccccc2-c2ccccc2CO[C@H]1CN(C)C(=O)Nc1cccc(Cl)c1Cl	0.1	3
41	CC(C)NC(=O)N(C)C[C@H]1Oc2ccc(NS(C)(=O)=O)cc2CC(=O)N(C)C[C@H]1C	0.0	10
42	CCNC(=O)C/C(C)=N/NC(=O)C1CCCCC1	-0.2	1
43	C[C@H](CO)N1C[C@H](C)[C@@H](CN(C)C(=O)[C@H]2CCCN2C)OCc2ccccc2-c2c(n(C)c3ccccc23)C1=O	0.3	3
44	O=C(OCc1csc(Nc2ccccc2)n1)c1ccc(Cl)cc1	0.1	-18
45	CNC(=O)C[C@H]1CC[C@H]2[C@@H](COc3ccc(NC(=O)CN(C)C)cc3C(=O)N2C)O1	0.4	9
46	Cc1ccc(CSc2ncnc3c2cnn3-c2ccc(C)cc2)cc1	0.2	0
47	CC(=O)Nc1cc(ON=C(C)C)cc([N+](=O)[O-])c1	-0.1	-3
48	C[C@H]1CC=CC[C@H](c2ccc(F)cc2)NC(=O)[C@H](Cc2ccccc2)N(C)C(=O)c2ccccc2O1 (mixture of isomers)	0.1	-13
49	O=S(=O)(Nc1ccc(O)c(Sc2nc3ccccc3s2)c1)c1ccc(F)cc1	0.4	-8
50	CC1CC(=O)Nc2ccc([N+](=O)[O-])cc2N1C (configuration not stated)	0.3	24
51	Cc1noc(C)c1S(=O)(=O)N(C)C[C@H]1Oc2ccc(NC(=O)c3ccncc3)cc2C(=O)N([C@H](C)CO)C[C@@H]1C	0.2	20
52	CC(C)C(=O)N1CCN(c2nc(-c3ccc(Cl)cc3)cs2)CC1	0.0	-22
53	COc1ccc(-c2nnc3n(CCc4ccccc4)c(=O)c4ccccc4n23)cc1OC	0.0	-9
54	COc1cc(/C=N\NC(=O)c2ccc(C)nc2)ccc1OC(=O)c1ccc2c(c1)OCO2	0.0	9
55	C/C(=N\NC(=O)c1cc(-c2cccc([N+](=O)[O-])c2)n[nH]1)c1ccccc1O	0.5	13
56	Cc1nn(C)c(C(=O)N/N=C/c2cccc3ccccc23)c1Cl	0.0	2
57	C[C@H]1CN(C)C(=O)Cc2cc(N)ccc2O[C@@H]1CN(C)S(C)(=O)=O	0.3	26
58	C=CCn1cccc(/C=C/C(=O)c2ccc(C(C)(C)C)cc2)c1=S	0.2	-3
59	COc1cc(C=O)ccc1OCc1cccc(Br)c1	-0.1	3
60	CC(C)c1c(O)cc(-c2ccncc2)n(-c2ccc(Cl)cc2)c1=O	-0.1	9
61	CCOC(=O)c1c(NC(=O)C(=O)N/N=C/c2ccccc2OC)sc2c1CCCCC2	0.0	-19
62	Cc1ccc(CSCC(N)C(=O)O)cc1 (configuration not stated)	0.0	-22
63	CC[C@H]1C/C=C\C[C@H](c2ccccc2)NC(=O)CCC(=O)N1	0.0	-2
64	N#CC1=C(N)OC2=C(C(=O)CC(c3ccccc3)C2)C1c1ccoc1 (configuration not stated)	0.0	37
65	O=C(/C(=N\Nc1ccc([N+](=O)[O-])cc1)Sc1nnnn1-c1ccccc1)c1ccccc1	0.0	-22
66	COc1ccc(C(=O)N/C(=C\c2ccc3c(c2)OCO3)C(=O)NCCc2nc3ccccc3[nH]2)cc1	0.2	-9
67	COCC(=O)N1CCC2(CC1)CN(S(C)(=O)=O)[C@@H](CO)c1c2c2ccc(OC)cc2n1C	0.2	16
68	CC(=O)N(C)C[C@H]1Oc2c(NS(C)(=O)=O)cccc2C(=O)N(C)C[C@H]1C	0.0	3
69	CCOC(=O)C1=NN(C(C)=O)C2(CC(=O)N(c3cc(C)cc(C)c3)C2=O)C1 (configuration not stated)	-0.1	14
70	COc1ccc(N=CC2=C(O)CC(c3ccccc3)CC2=O)c(OC)c1 (configuration not stated)	0.3	-4
71	C[C@@H]1CN(C)C(=O)c2ccccc2O[C@@H]1CN(C)S(C)(=O)=O	0.3	0
72	CCCC(C(=O)O)N1C(=O)/C(=C2\C(=O)N(C)c3ccccc32)SC1=S (configuration not stated)	0.2	-10
73	Cc1cc(NC(=O)COC(=O)COc2ccc(Cl)cc2C)c([N+](=O)[O-])cc1C	0.1	12
74	Cc1cc(C)nc(NNC(=O)NC2CCCCC2)n1	0.6	11
75	COc1ccc(C(=O)NNC(=O)c2ccccc2[N+](=O)[O-])cc1	0.0	14
76	Cc1ccc(-n2c(C)cc(C(=O)NS(=O)(=O)c3ccc(C)cc3)c2C)cc1	0.0	9
77	O=C(Nc1ccccc1C(=O)N/N=C/c1ccco1)c1ccc(F)cc1	0.0	12
78	S=c1[nH]nc(-c2cccc(Cl)c2)n1Cc1ccccc1	0.3	30
79	COc1ccc(-c2ncn(CCC#N)c2[N+](=O)[O-])cc1	0.0	-1
80	COc1ccc(/C=N/NC(=O)c2ccc(N(C)S(=O)(=O)c3ccccc3)cc2)cc1OC	0.2	15
81	CNC(=O)c1ccc(-c2ccc(Cl)c(Cl)c2)s1	0.0	-9
82	O=C(Nc1cccc(Cl)c1)c1ccc(F)c(S(=O)(=O)NCc2ccc3c(c2)OCO3)c1	0.0	-25
83	CS(=O)(=O)N1N=C(c2ccccc2)CC1c1ccc2c(c1)OCO2 (configuration not stated)	0.2	13
84	Cc1noc(C)c1S(=O)(=O)N(C)C[C@H]1Oc2ccc(NS(C)(=O)=O)cc2C(=O)N([C@H](C)CO)C[C@@H]1C	0.0	-1
85	C[C@H]1CC(=O)N[C@H](c2ccccc2)C/C=C\C[C@@H](c2ccccc2)NC1=O	0.0	12
86	CCCCCC(=O)c1c(C)[nH]c(C(=O)OCC)c1C	0.0	25
87	CC(=O)N1CCN(C(=S)NCc2ccccc2)CC1	-0.1	58*
88	S=C(NCc1ccccc1)NCc1ccc2c(c1)OCO2	0.0	9
89	CCC(=O)NC(=S)Nc1ccc(NC(=O)c2ccco2)c(OC)c1	-0.1	-6
90	Cc1cc(Oc2nc3c(C)cccn3c(=O)c2/C=C(\C#N)S(=O)(=O)c2ccccc2)ccc1Cl	0.3	-23

Profiles, looked up by structure.
`COc1ccc(-c2ncn(CCC#N)c2[N+](=O)[O-])cc1` across the screens: XiGFP reactiv: 0.0; INS-1E GSIS act: -1
`Cc1ccc(-n2c(C)cc(C(=O)NS(=O)(=O)c3ccc(C)cc3)c2C)cc1` across the screens: XiGFP reactiv: 0.0; INS-1E GSIS act: 9

Returning to the listing; the 3 compounds before the break are reprinted first.
No. | Molecule | XiGFP reactiv | INS-1E GSIS act
88 | S=C(NCc1ccccc1)NCc1ccc2c(c1)OCO2 | 0.0 | 9
89 | CCC(=O)NC(=S)Nc1ccc(NC(=O)c2ccco2)c(OC)c1 | -0.1 | -6
90 | Cc1cc(Oc2nc3c(C)cccn3c(=O)c2/C=C(\C#N)S(=O)(=O)c2ccccc2)ccc1Cl | 0.3 | -23
91 | CC(=O)NCCC(=O)Nc1nc(C)c(Cc2ccc3c(c2)OCO3)s1 | 0.0 | 0
92 | O=C(Cc1coc2ccc3ccccc3c12)NCc1cccs1 | 0.0 | 6
93 | CNC[C@@H]1Oc2ccc(N)cc2CC(=O)N(C)C[C@@H]1C | 0.3 | -6
94 | O=C(CSc1nnc(-c2ccccc2F)n1CCc1ccccc1)Nc1ccc2[nH]c(=O)[nH]c2c1 | 0.0 | 28
95 | OC[C@H]1[C@@H](c2ccccc2)C2(CN(Cc3ccccc3F)C2)N1Cc1ccccc1F | 0.1 | -17
96 | Cc1cc(SCC(=O)OCC(=O)NC(C)c2ccccc2)c(C)cc1Br (configuration not stated) | -0.2 | 19
97 | O=C(Oc1ccc(Cl)c2cccnc12)C12CC3CC(CC(C3)C1)C2 | 0.0 | -4
98 | COc1c(OC(C)=O)ccc(/C=C/c2ccc3cccc(OCc4ccccc4)c3n2)c1[N+](=O)[O-] | 0.3 | 18
99 | CN(CC(=O)Nc1ccc(Cl)cc1)C(=O)c1cccc(S(=O)(=O)N(C)C)c1 | 0.1 | 4
100 | CSc1ccc(CN(C)CC(=O)Nc2ccc(C)cc2Br)cc1 | 0.0 | -3
101 | Cc1ccccc1-n1c(-c2csc(C)c2C)n[nH]c1=S | 0.6 | 19
102 | CO[C@@H](C(=O)N(C)C[C@H]1OCc2ccccc2-c2ccccc2C(=O)N([C@@H](C)CO)C[C@H]1C)c1ccccc1 | 0.7 | 9
